High-throughput results from PubChem BioAssay.
mIDH1 inhibitor = blocks human mutant IDH1 R132H enzyme. AID 602179. 390,000 compounds, 0.093% hits. Potency, µM (top dose mostly 76.6 µM), for inactives: top-dose activity change, negative = inhibition, most hits filed as inhibitors. IDH1-R132H enzyme, NADPH consumption, diaphorase/resazurin fluorescence. O75874; note: potency is the fitted concentration of half-maximal effect; % is set by controls: 0 for no effect and ±100 for the full control effect; nearly all actives have a fitted effect of over 65% in size
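IDH1-R132H (0.5 ug/mL) preincubated 30 min with compound, then NADPH (0.016 mM) and alpha-KG (2 mM) added; 80 min at RT, pH 7.5. Remaining NADPH coupled via diaphorase/resazurin to fluorescence (540/590 nm); concentration-response curves normalized to no-enzyme control.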
TRHR PAM = TRH receptor (human) allosteric enhancement | P34981 | 360,000 compounds, 0.66% hits | TRHR cells, fluo-8 calcium fluorescence, EC20 TRH enhancement | enhancement, % at 2 µM; in the data active = enhancement above about 30%; note: 0% is about no effect
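TRHR-expressing cells loaded with fluo-8 calcium dye were read kinetically (ex 480/em 530) during compound addition, then stimulated with an EC20 of TRH (10 nM final). Enhancement of the Gq-mediated intracellular calcium response was scored.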
PI4K2A block = blocks human PI4K2A kinase activity | AID 1346378 | Q9BTU6 | activity change, negative = inhibition, % at 76.9 µM | 420,000 compounds, 0.13% hits | purified PI4K2A, ADP-Glo luminescence, 1 h; hits give low values; in the data active = activity change below about -50%; inconclusive = mostly about -30% to -49%;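 note: -100% = wells without enzyme as full effect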
Target sequence (Q9BTU6 whole entry, looked up): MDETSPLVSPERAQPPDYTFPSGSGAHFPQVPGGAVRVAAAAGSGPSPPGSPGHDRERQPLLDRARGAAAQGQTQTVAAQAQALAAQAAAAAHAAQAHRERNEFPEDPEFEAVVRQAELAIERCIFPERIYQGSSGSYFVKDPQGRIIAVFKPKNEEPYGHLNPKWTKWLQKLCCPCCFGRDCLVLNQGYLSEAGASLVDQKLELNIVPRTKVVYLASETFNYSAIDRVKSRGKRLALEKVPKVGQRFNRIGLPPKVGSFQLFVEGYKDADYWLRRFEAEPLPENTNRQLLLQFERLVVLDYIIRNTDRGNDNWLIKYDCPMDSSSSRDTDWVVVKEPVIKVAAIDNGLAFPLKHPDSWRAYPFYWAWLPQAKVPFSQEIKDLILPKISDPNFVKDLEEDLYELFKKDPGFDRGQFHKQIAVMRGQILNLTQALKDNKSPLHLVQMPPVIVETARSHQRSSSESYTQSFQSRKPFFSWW
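ADP-Glo luminescence measured ADP generated by PI4K2A enzyme (4 ug/mL before mixing) with 1.2 mM PI substrate (pre-mix) and 300 microM ATP (pre-mix). Tris pH7.5 buffer with MgCl2, Triton X-100; 1 h reaction at ambient temperature.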
rTrxR1 inhibitor = inhibitors of rat thioredoxin reductase 1 | 390,000 compounds, 1% hits | AID 588453 | recombinant rTrxR1, NADPH fluorescence consumption, selenite substrate | Potency, µM (series often up to 114 µM), without a hit: at the highest dose activity change, negative = inhibition, usual class: inhibitors | O89049; note: potency is the fitted concentration of half-maximal effect; % is set by controls: 0 for no effect and ±100 for the full control effect; nearly all actives have a fitted effect of over 65% in size
Target sequence (O89049 whole entry, looked up): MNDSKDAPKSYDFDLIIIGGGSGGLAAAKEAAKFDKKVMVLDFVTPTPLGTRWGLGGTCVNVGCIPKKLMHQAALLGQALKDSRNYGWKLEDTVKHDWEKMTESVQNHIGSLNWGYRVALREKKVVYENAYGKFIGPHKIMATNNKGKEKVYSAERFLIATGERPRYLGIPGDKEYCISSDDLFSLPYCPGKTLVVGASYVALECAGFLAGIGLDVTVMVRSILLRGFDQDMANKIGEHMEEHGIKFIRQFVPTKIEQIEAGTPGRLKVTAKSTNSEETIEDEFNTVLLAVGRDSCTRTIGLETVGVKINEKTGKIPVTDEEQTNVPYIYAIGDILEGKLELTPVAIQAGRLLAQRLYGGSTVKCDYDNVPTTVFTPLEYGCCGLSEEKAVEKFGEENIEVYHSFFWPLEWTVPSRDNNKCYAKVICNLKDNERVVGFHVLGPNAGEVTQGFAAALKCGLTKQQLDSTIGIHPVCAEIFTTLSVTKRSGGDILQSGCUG
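Rat TrxR1 (90 nM in the dispensed reagent) was pre-reduced with 400 uM NADPH for 5 min at room temperature, then incubated with compound for 15 min. After 400 uM selenite was added, NADPH fluorescence (Ex 340/Em 450 nm) was followed for 8 min.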
D2 antag = D2 dopamine receptor (human) antagonism; P14416; HEK293 TREx D2 cells, calcium flux, dopamine EC80; inhibition, % at 10 µM; 340,000 compounds, 2% hits; in the data active = inhibition above about 30%; note: 0% is about no effect
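Read-out: kinetic calcium fluorescence (1 cycle/s) in inducible HEK293 T-REx D2 cells after an EC80 dopamine addition that followed 180 s compound preincubation. Loss of the dopamine response indicates antagonism.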
TRHR ag = TRH receptor (human) agonism; TRHR cells, calcium flux fluo-8, FDSS agonist mode; activation, % at 2 µM; 360,000 compounds, 0.18% hits; AID 493084; in the data active = activation above about 30%; note: 0% is about no effect
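Fluo-8-loaded TRHR cells; 10 s baseline, compound added, kinetic Ca2+ fluorescence read 1/s, agonist mode.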
USP1-UAF1 inh = blocks the human USP1/UAF1 deubiquitinase complex; O94782; recombinant USP1/UAF1, Ub-Rhodamine cleavage fluorescence; Potency, µM (doses to about 57.1 µM), inactives show at the highest dose activity change, negative = inhibition, usual class: inhibitors; 390,000 compounds, 0.23% hits; note: potency is the fitted concentration of half-maximal effect; % is set by controls: 0 for no effect and ±100 for the full control effect; nearly all actives have a fitted effect of over 60% in size; inactives centre near -12
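USP1/UAF1 complex (1 nM) preincubated 15 min at room temperature with compound, then Ub-Rho substrate (150 nM final) added. Kinetic fluorescence at 480/540 nm over 6 reads at 60 s intervals; 50 mM HEPES pH 7.8, 0.5 mM EDTA, 0.1 mg/ml BSA, 1 mM TCEP, 0.01% Tween-20.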
D2 ag = D2 dopamine receptor (human) agonism; 340,000 compounds, 0.53% hits; HEK293 T-REx D2 cells, calcium flux agonist mode; P14416; AID 485358; activation, % at 2 µM;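 active = activation over 3 SD above normal in the single-dose calcium agonist read, cut at about 30% in these data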; note: 0% is about no effect
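Agonism scored from kinetic calcium signal (1 read/sec, 180 s) following compound pin transfer, after a 10 s baseline. Cells: HEK293 Trex line expressing inducible D2 receptor coupled to calcium, dye-loaded after overnight culture at 30 C.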
TrxR1 substrate = is turned over as a substrate by rat TrxR1 | O89049 | purified TrxR1 substrate turnover, NADPH consumption readout | Potency, µM (series often up to 114 µM), for the others: top-dose activity change, negative = substrate turnover | 390,000 compounds, 0.01% hits; note: potency is the fitted concentration of half-maximal effect; % is set by controls: 0 for no effect and ±100 for the full control effect; nearly all actives have a fitted effect of over 50% in size
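Rat TrxR1, dispensed at 90 nM, was prereduced with 400 uM NADPH (final) for 5 min at ~22 deg C, then incubated with compound 15 min before 400 uM selenite. A first-read NADPH fluorescence drop versus no-compound background flagged substrates.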
Starred values were filed as active, the others as inactive; ? = inconclusive; . = not tested or not shown; [ ] = remark or other dose. Unless noted, calls come from the whole dose curve; as a rule, active = well fitted inhibition curve with a large enough effect; inconclusive = small, poorly fitted or top-dose-only effect; inactive = no such curve, though single readings can be large or run the other way.

SMILES | mIDH1 inhibitor | TRHR PAM | PI4K2A block | rTrxR1 inhibitor | D2 antag | TRHR ag | USP1-UAF1 inh | D2 ag | TrxR1 substrate
COc1ccc(-c2cc(C(=O)N(C)CCc3ccc(OC)c(OC)c3)c3ccccc3n2)cc1 | 1.4% | -5.0 | 4.3 | 8.0% | 2.6 | -0.5 | -12.0% | -0.7 | 9.0%
O=C(COC(=O)C1(c2ccccc2)CCCC1)N1CCNC1=O | 1.9% | 9.3 | -0.3 | 16.0% | 11.6 | -0.3 | -5.5% | 0.0 | -10.4%
CC(=O)c1ccc(NC(=O)CSc2cn(CC(=O)N3CCCCC3)c3ccccc23)cc1 | 16.1% | -5.9 | 1.4 | 14.3% | . | 0.3 | ? | -1.3 | 1.9%
Cc1cccc(Nc2nc(C)nc(N)c2S(=O)(=O)c2ccccc2)c1 | -1.7% | 14.1 | -1.2 | 38.9%[activator] | . | -2.0 | -16.7% | 0.2 | 47.7%[activator]
Cc1c(C(=O)NCCSCc2ccc(F)cc2)cnn1-c1ccc(Cl)cc1 | 2.2% | 0.9 | 5.9 | 15.6%[57.1 µM] | -1.9 | 0.6 | ? | 0.4 | 0.0%[57.1 µM]
CCOc1ccc(N=NC2C(=O)N(C(N)=S)N=C2C)cc1 (configuration not stated) | 13.8% | -0.1 | 14.7 | -19.4% | 14.8 | -0.3 | 2.5% | -0.5 | -10.0%
COc1ccc(OC)c(S(=O)(=O)NCCS(=O)(=O)N2CCN(c3ccccc3F)CC2)c1 | -11.5% | -4.9 | 1.5 | 24.3%[57.1 µM] | . | -0.1 | -9.1% | 1.8 | 1.6%[57.1 µM]
CCCCOCCCNS(=O)(=O)Cc1ccccc1 | 3.9% | -3.4 | 0.2 | 19.9% | 7.5 | -0.3 | -14.4% | -0.3 | 4.8%
Cc1ccc(Cn2ccc(NC(=O)c3cc(C)on3)n2)cc1 | -15.7% | 0.7 | -0.8 | 8.7%[57.1 µM] | -3.6 | -0.7 | -17.6% | 0.1 | 10.2%[57.1 µM]
Cc1ccc(C)c2c1cc(C)c1nnc(SCC(=O)Nc3cccc(C(=O)O)c3)n12 | 0.9% | 1.1 | -17.8 | 9.5% | 1.7 | -0.1 | -15.4% | 3.1 | 9.2%
CCOc1ccc(C(=O)NCC(c2cccs2)N(C)C)cc1 (configuration not stated) | 0.9% | 0.4 | 4.0 | 5.0% | -14.0 | -0.7 | -21.7% | -0.5 | -1.6%
O=C(Cn1ccc(=O)[nH]c1=O)Nc1ccc(O)c([N+](=O)[O-])c1 | 8.8% | . | 4.1 | 9.8%[57.1 µM] | . | . | -1.3% | . | 2.9%[57.1 µM]
COc1ccc2c(c1)c(C(=O)N/N=C/c1ccc(Cl)cc1)c(C)n2C | -7.7% | -1.9 | -1.6 | 2.1% | -8.8 | 1.7 | -16.1% | 0.5 | -6.4%
O=C(NCc1ccc(F)cc1)c1c(O)nc2ccccn2c1=O | 7.6% | -0.8 | -0.6 | -1.8% | . | -0.3 | -7.1% | -0.2 | 29.9%
COc1ccc2nc(N3C(=O)CC(Cc4ccc(C)cc4)C3=O)sc2c1 (configuration not stated) | -0.1% | 5.5 | 1.2 | 5.0%[57.1 µM] | -5.0 | 0.0 | -1.9% | 1.1 | 5.1%[57.1 µM]
O=C(CCCn1c2ccccc2c(=O)c2ccccc21)Nc1ccc(F)cc1Cl | -0.2% | -3.2 | -2.0 | 72.5%[activator] | . | -1.2 | -9.4% | -0.7 | 62.9%[activator]
CC(=O)NNC(=O)c1ccncc1 | 4.0% | -0.9 | 9.4 | 3.5%[57.1 µM] | -6.9 | 0.3 | -6.1% | 0.0 | 8.3%[57.1 µM]
Cn1c(=O)c(=O)n(C)c2cc(S(=O)(=O)N3CCCCCC3)ccc21 | -2.2% | 15.9 | 3.5 | -0.8%[57.1 µM] | 4.7 | -0.6 | 2.9% | -1.0 | 10.8%[57.1 µM]
CCOC(=O)CSCC(=O)Nc1ccc(S(=O)(=O)N2CCCCC2)cc1 | 1.6% | 6.1 | -4.8 | 24.3% | 5.2 | 0.5 | -4.1% | 0.1 | 4.9%
CCOc1ccccc1N(CC(=O)Nc1ccc(OC)cc1OC)S(=O)(=O)c1ccccc1 | 6.3% | 12.6 | -10.4 | 20.8% | 12.2 | -1.3 | -16.2% | -1.6 | 4.6%
CN(C)C(=O)CCCCCCCCC(=O)N(C)C | 9.2% | 16.7 | 5.3 | 12.7% | -7.4 | 0.2 | 2.1% | -0.6 | 3.6%
C=CCn1c(SCC(=O)N(C)C)nc2cc(C(=O)O)ccc2c1=O | 0.8% | 2.8 | 0.1 | 12.7% | 11.3 | -0.1 | -27.6% | 4.0 | 3.7%
CCOc1cc(NS(=O)(=O)c2ccc(OC)cc2)c(OCC)cc1NC(=O)c1ccco1 | 3.4% | -2.7 | -1.8 | -27.8% | -9.9 | 0.4 | -17.8% | 0.1 | 6.3%
C=CCN(c1cccc(C(F)(F)F)c1)S(=O)(=O)c1cccc(C(=O)OCC(=O)Nc2ccccc2)c1 | 6.8% | -3.1 | 1.1 | 17.1% | -3.8 | 1.7 | -20.7% | 1.6 | 2.3%[57.1 µM]
N#Cc1ccc(NCC(=O)Nc2ccc3c(c2)OCCO3)cc1 | -3.8% | 0.3 | 2.0 | 18.6%[57.1 µM] | -3.4 | 0.4 | -15.9% | -3.6 | 3.8%[57.1 µM]
C[C@@H]1C=C(C(=O)O)O[C@H](OCc2ccc(CO)cc2)C1 | 10.1% | 11.8 | -1.4 | -7.5% | -2.5 | -0.1 | -29.6% | -0.3 | -0.3%
COc1ccccc1OCC(=O)Nc1ccc(S(=O)(=O)Nc2nc(C)cc(C)n2)cc1 | -1.3% | -0.1 | -0.6 | 6.0% | -1.7 | -0.8 | -1.2% | -0.4 | 6.5%[57.1 µM]
Cc1cc(-c2ccccc2)nc2cc(C(=O)NCc3ccco3)nn12 | -13.9% | 1.1 | -10.8 | ? | 1.3 | -1.2 | -9.5% | -0.4 | 5.7%
O=C1NC(=S)N/C1=C/c1cc([N+](=O)[O-])ccc1O | 9.3% | 0.7 | -6.7 | -6.0%[57.1 µM] | 6.0 | 4.2 | -20.1% | 0.5 | 8.4%[57.1 µM]
CCc1ccc(NC(=O)C2CC(=O)N(C(C)C)C2)cc1 (configuration not stated) | 3.8% | -1.3 | 1.8 | 27.1% | -5.9 | 0.3 | -16.7% | 0.9 | 14.5%
COc1ccc(Nc2nc(N)nc(CSc3nccn3C)n2)cc1 | 3.9% | 3.9 | 3.2 | 18.3% | -15.6 | 0.3 | -22.0% | 1.2 | -1.6%
O=C(Nc1nnc(CCc2ccccc2)s1)c1ccc(F)cc1 | 1.7% | 4.6 | -5.5 | 34.2%[57.1 µM] | -3.1 | 0.2 | -12.4% | 0.8 | 13.5%[57.1 µM]
Cn1ncc(Cl)c1C(=O)N1CCN(S(=O)(=O)c2ccc(Cl)s2)CC1 | 0.4% | -4.3 | -3.7 | 3.5% | -5.4 | 0.4 | -7.4% | 0.1 | -4.6%
COc1ccc2c(c1)c(C(=O)N/N=C/c1ccc(Br)cc1)c(C)n2C | -0.8% | -2.7 | -1.5 | 41.9%[activator] | 1.5 | 0.6 | -19.6% | 1.2 | 6.8%
CC(=O)Nc1cc(-c2ccccc2)nn1Cc1cccc(Cl)c1 | 0.0% | -3.4 | 3.6 | 18.0% | . | -0.3 | ? | -0.4 | -2.2%
Cc1nnc2c3ccccc3c(-c3ccc(O)cc3)nn12 | -4.1% | 12.6 | -2.8 | -5.0% | 2.1 | 0.0 | 8.1% | 0.3 | -3.0%
CC(=O)c1cn(CCOc2cc(C)ccc2C)c2ccccc12 | 5.3% | -13.0 | -4.6 | 13.7% | 0.4 | -0.3 | -19.0% | 0.2 | 4.7%
CC(=O)Nc1nc(-c2ccccc2)nc(-c2ccccc2OC(C)=O)n1 | 0.1% | -7.4 | -1.2 | -3.7% | 9.0 | 0.6 | -3.8% | 0.1 | 2.0%
COc1ccnc(Oc2ccccc2)c1C(=O)N/C=N/OCc1ccccc1 | -3.8% | 6.5 | -0.2 | 0.8%[57.1 µM] | -10.1 | -1.6 | -19.4% | -0.7 | -1.5%[57.1 µM]
Cc1[nH][nH]c(=O)c1C(c1ccc(N(C)C)c(Br)c1)c1c(C)[nH][nH]c1=O | -11.3% | 0.2 | -6.7 | 4.8% | -11.4 | 1.1 | -17.7% | 0.2 | 5.3%
COc1ccc(Cl)c(OC)c1C(=O)NC(=O)Nc1c(F)cc(F)cc1F | -3.3% | -1.1 | -1.1 | 14.7%[57.1 µM] | -0.5 | 0.1 | 6.7% | -0.3 | 0.2%[57.1 µM]
COc1ccccc1NC(=O)CCC(=O)Nc1cc(OC)c(NC(=O)c2cccs2)cc1OC | 8.1% | 1.2 | -1.5 | -9.3%[57.1 µM] | -25.6 | -0.5 | -17.5% | -0.1 | 5.6%[57.1 µM]
CC(C)OC(=O)Cn1nc(C(F)(F)F)c2c1CCCC2 | -0.6% | -4.5 | 7.2 | 6.7%[57.1 µM] | 7.6 | -1.9 | -22.8% | 0.6 | 1.6%[57.1 µM]
O=C(Nc1ccccc1Cl)N1C2CCC1CC(O)(c1cccnc1)C2 (configuration not stated) | 1.7% | -1.6 | 3.4 | -2.2% | 2.9 | 0.5 | -22.4% | 0.2 | 0.4%
Cc1cc(C(=O)CSc2nnnn2-c2ccccc2)c(C)n1CCc1ccccc1 | 0.4% | 4.4 | -6.9 | 9.5%[57.1 µM] | . | 0.5 | -4.3% | . | 8.9%[57.1 µM]
